# Screens: PubChem, National Center for Advancing Translational Sciences (NCATS)
# 15-hLO-2 inh: blocks human 15-lipoxygenase 2 activity; purified 15hLO-2, xylenol orange hydroperoxide absorbance; Potency, µM (series often up to 57.1 µM), without a hit: top-dose activity change, negative = inhibition, hits mostly inhibitors; O15296; AID 881; actives 0.56% (n = 110,000); further: potency means the concentration at half of the fitted maximal effect; nearly all actives have a fitted effect of over 60% in size; many of its hits are not listed in these tables
#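 Purified human 15hLO-2 (50 nM) preincubated 15 min with compound, then 45 uM arachidonic acid for 90 min at RT in 25 mM Hepes pH 7.5, 0.01% Triton X-100. Hydroperoxide detected by Fe-xylenol orange; 573/405 nm absorbance ratio.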
# 12-hLO inh: inhibitors of human 12-lipoxygenase (ALOX12); Potency, µM (highest dose often 57.1 µM), for the others: at the top dose activity change, negative = inhibition, actives largely listed as inhibitors; AID 1452; actives 0.12% (n = 150,000); purified 12-hLO, xylenol orange hydroperoxide absorbance; further: potency means the concentration at half of the fitted maximal effect; nearly all actives have a fitted effect of over 55% in size; many of its hits are not listed in these tables
# Target sequence (P18054 whole entry, looked up): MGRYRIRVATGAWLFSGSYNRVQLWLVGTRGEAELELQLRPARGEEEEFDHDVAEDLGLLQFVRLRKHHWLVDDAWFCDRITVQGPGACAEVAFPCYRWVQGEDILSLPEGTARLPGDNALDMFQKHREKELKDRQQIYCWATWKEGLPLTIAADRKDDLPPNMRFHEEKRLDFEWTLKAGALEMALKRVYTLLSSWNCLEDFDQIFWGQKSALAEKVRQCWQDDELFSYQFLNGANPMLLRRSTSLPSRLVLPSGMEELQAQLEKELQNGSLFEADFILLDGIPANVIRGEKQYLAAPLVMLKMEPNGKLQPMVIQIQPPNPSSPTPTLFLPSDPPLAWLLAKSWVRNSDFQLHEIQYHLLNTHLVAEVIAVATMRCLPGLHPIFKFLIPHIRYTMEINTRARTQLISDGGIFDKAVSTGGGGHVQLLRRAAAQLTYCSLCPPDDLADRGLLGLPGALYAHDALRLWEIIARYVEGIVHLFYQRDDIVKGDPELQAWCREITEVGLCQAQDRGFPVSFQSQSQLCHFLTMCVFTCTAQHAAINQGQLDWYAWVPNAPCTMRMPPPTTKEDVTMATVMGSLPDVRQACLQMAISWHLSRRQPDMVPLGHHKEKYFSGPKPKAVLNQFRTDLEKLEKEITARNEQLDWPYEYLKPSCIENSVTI
#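 Xylenol orange chromogenic assay: hydroperoxide from 12hLO oxidises Fe(II), giving red-shifted Fe(III)-XO absorbance. Conditions: 150 nM enzyme, 40 uM arachidonic acid, 25 mM Hepes pH 7.0, 0.01% Triton X-100, 30 min, room temperature.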
# IMPase cell inh: IMPase inhibition in cells. P97697. AID 901. 120,000 tested, under 10 active. CHO-M1 cells, IP1 accumulation, HTRF TR-FRET ratio. inhibition (IP1 accumulation), % at 46.1 µM; active means well fitted curve in the direction sought with a large enough effect in the signal ratio, not every such curve was filed as active; inconclusive means small, poorly fitted or top-dose-only effect, or a change in a side signal; inactive means no such curve, though single readings can be large or run the other way; the % refers to the signal ratio;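 further: cells stimulated with carbachol in lithium chloride buffer; plate controls were DMSO basal wells for no effect and reference inhibitor wells for full effect; higher means more IMPase inhibition seen as more IP1 and lower FRET ratio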
# Target sequence (P97697 whole entry, looked up): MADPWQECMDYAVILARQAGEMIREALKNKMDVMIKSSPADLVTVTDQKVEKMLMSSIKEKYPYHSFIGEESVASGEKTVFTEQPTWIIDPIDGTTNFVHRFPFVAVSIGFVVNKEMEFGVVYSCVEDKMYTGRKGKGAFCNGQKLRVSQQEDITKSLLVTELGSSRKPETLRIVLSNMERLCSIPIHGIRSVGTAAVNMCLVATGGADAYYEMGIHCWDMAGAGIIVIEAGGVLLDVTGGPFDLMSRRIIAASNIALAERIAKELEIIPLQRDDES
#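 Cellular IMPase inhibition is scored as a rise in cytosolic IP1, detected by competitive TR-FRET between d2-labelled IP1 and a europium anti-IP1 antibody. M1-expressing CHO cells were stimulated with carbachol for 30 min at 37C, with lithium (50 mM LiCl) present in the buffer.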
# PNC inhibitor: blocks assembly of the perinucleolar compartment. PC3M PTB-GFP, PNC prevalence imaging, 16 h; hits give low values. actives 3.1% (n = 140,000). activity change (PNC), negative = inhibition, % at 10 µM;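 active means readout at or below -70, meaning at least 70% loss of cells showing the perinucleolar compartment, a nuclear body marking cancer cells; inconclusive means readout between -30 and a set limit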;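 further: plate controls were DMSO wells for no effect and camptothecin positive control wells for full effect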
#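 Compounds are pinned in duplicate onto adhered PC3M cells stably expressing GFP-tagged PTB and incubated 16 h at 37 C. Cells are then fixed, nuclei stained with Hoechst, and PNC-positive cells counted.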
# * marks the source's active call; other numbers are inactive results; ? = inconclusive; . = not tested or not shown; [ ] = another dose, or the depositor's remark. Unless noted, the call rests on the fitted dose curve; in most records, active means well fitted curve in the direction sought with a large enough effect; inconclusive means small, poorly fitted or top-dose-only effect, or another doubt; inactive means no such curve, though single readings can be large; an effect the other way counts as inactive or inconclusive. Unless noted, on the % scale 0 is the no-effect control and ±100 the full control effect.
# Order of results: 15-hLO-2 inh	12-hLO inh	IMPase cell inh	PNC inhibitor
Cc1ccc(Oc2ccc(Cl)cc2NC(=O)c2ccc(F)cc2F)cc1
  .	-1.8%	.	-11.9
COc1cccc(NC(=O)C(OC(=O)c2ccc([N+](=O)[O-])o2)c2ccccc2)c1 (stereo unspecified)
  .	-1.5%	.	6.1
COc1cc(/C=C2\C(=O)N(c3ccccc3)N=C2C)ccc1Oc1ccc([N+](=O)[O-])cc1[N+](=O)[O-]
  .	-10.0%	.	5.1
COc1ccc(NC(=O)Nc2ncccc2C)cc1
  .	-3.4%	12.7[0.0738 µM]	-2.2
CCN1CCN(C(c2cccs2)C(C)NS(=O)(=O)c2ccc(F)cc2)CC1 (stereo unspecified)
  6.8%	8.4%	3.7	?
COc1ccccc1C(c1nnnn1C(C)(C)C)N1CCN(Cc2ccncc2)CC1 (stereo unspecified)
  .	1.5%	4.7	13.1
N#CCC(=N)N1CCN(c2cccc(Cl)c2)CC1
  3.2%[11.4 µM]	-17.4%	11.1[1.84 µM]	?
CC(C)(C)NC(=O)COC(=O)c1cc(F)c(F)cc1Cl
  1.3%	-5.8%	-12.1	?
O=c1[nH]cnc2c1c(-c1ccccc1)cn2-c1ccc(F)cc1
  .	-2.5%	.	-108.4*
O=C(Nc1ccc(Cc2ccc(NC(=O)C3CC3)c(O)c2)cc1O)C1CC1
  -5.1%	1.7%	-3.6	21.6
Brc1cccc(/C=N\n2cnnc2)c1
  -12.2%	-1.9%	4.1	?
N#Cc1ccccc1/C=N/Nc1nc(-c2ccccc2)c2cc(Br)ccc2n1
  -9.4%	-3.6%	3.2	?
Clc1ccc(OCc2cc(-c3ccccc3)no2)c(Cl)c1
  9.0%	-0.6%	15.5	?
COc1ccnc(CSC(N)=Nc2ccc(F)cc2)c1
  .	0.5%	7.7	-8.9
CC(=O)c1cccc(NC(=O)c2cc(-c3ccc(F)cc3)on2)c1
  3.3%	-2.9%	-5.6	-22.4
S=c1[nH]nc(-c2ccco2)n1/N=C/c1ccc(Cl)cc1
  .	-6.1%	-1.0	?
O=C(Nc1ccccc1)N(C1=NCCC1)c1ccc(OC(F)F)cc1
  0.5%	0.2%	-2.2	3.8
COc1cccc(/C=N/NC(=O)CN(C2=NS(=O)(=O)c3ccccc32)c2ccccc2)c1
  .	-1.9%	.	-14.2
CCC(c1nnnn1CCOC)N(Cc1cc2c(C)cc(C)cc2[nH]c1=O)CC1CCCO1 (stereo unspecified)
  -13.7%	-6.5%	0.1	33.6
O=S(=O)(Nc1nc2ccccc2nc1NCc1ccco1)c1cccs1
  -7.2%	-4.0%	2.3	17.9
Cc1c(-c2ccccc2)sc(Br)c1C(=O)N1CCOCC1
  4.7%	7.5%	4.2	1.4
COc1ccccc1CNC(=O)c1cnccn1
  0.1%	-1.1%	-3.0	28.3
O=C(O)CC(C(=O)N(c1ccccc1)c1ccccc1)N1CCOCC1 (stereo unspecified)
  7.9%	-3.5%	0.0	-24.9
FC(F)(F)c1cc(N2CCOCC2)nc(-c2ccccc2)n1
  .	-3.7%	-0.8	10.5
Clc1ss/c(=N\c2ccccn2)c1Cl
  -3.7%	3.4%	-4.1	-13.5
Nc1ccc(O)c2c(=O)cc(-c3ccccc3Cl)oc12
  -12.3%[0.0915 µM]	-5.4%[0.00818 µM]	.	?
Cc1ccc2oc(-c3cccc(NC(=O)c4ccc(Br)o4)c3)nc2c1
  5.4%	-4.1%	0.9	-14.4
N/C(Cc1ccc([N+](=O)[O-])cc1)=N\OC(=O)Cc1ccccc1
  .	0.8%	.	-28.9
COC(=O)C1=NN[C@H](C(=O)OC(C)(C)C)[C@H]1c1ccccc1
  .	-0.3%	.	55.5
COc1ccc(-c2c(C#N)c(N)nc3sc(C(=O)c4ccc(C)cc4)c(N)c23)cc1
  .	-1.3%	.	-18.1
O=C(c1cc2ccccc2o1)c1nc2c(n1O)CCCCC2
  -3.4%	-13.8%	7.5	?
CCSc1nnc(NC(=O)c2cccnc2Cl)s1
  .	1.8%	10.3	-14.1
Cc1nnc(SCCCN2C(=O)c3ccccc3C2=O)o1
  -4.1%	-1.2%	3.8	-8.4
CSC1=NCCN1C(=O)Cc1cccs1
  6.8%	2.2%	8.0	-10.8
CC1CCC2(CC1)C(Nc1cccc(Cl)c1)=NC(=S)N2CC#N (stereo unspecified)
  .	-7.6%	0.4	1.0
Cc1ccc(C(=O)NNC(=S)NC(=O)COc2ccccc2)cc1
  20.1%	-9.8%	1.8	?
O=C(Nc1sc2c(c1C(=O)c1ccccc1)CCCC2)c1cccnc1
  .	8.0%	.	-5.4
COC(=O)Nc1cccn(Cc2c(Cl)cccc2Cl)c1=O
  4.4%	-10.1%	8.5	-3.4
COc1ccc(N2CCN(C(=O)c3ccc(COc4ccc5c(C)cc(=O)oc5c4)cc3)CC2)cc1
  .	-0.6%	.	-26.5
Cc1ccc(OCC(=O)Nc2ccc3c(c2)OC(F)(F)O3)c([N+](=O)[O-])n1
  .	1.3%	-2.7	?
CCCn1c(SCC(=O)N2CCN(S(=O)(=O)c3ccc(Cl)cc3)CC2)n[nH]c1=O
  -7.2%	-0.9%	7.9	-21.8
O=C(c1ccco1)N1CCN(c2ncnc3c2[nH]c2ccccc23)CC1
  12.7%	0.5%	0.3	-14.4
Cc1ccc(/C=C(\NC(=O)c2ccc(C)cc2)c2nc(=S)[nH][nH]2)cc1
  ?	?	11.2	9.9
O=C(COc1ncnc2ccccc12)NC1CCS(=O)(=O)C1 (stereo unspecified)
  2.8%	2.3%	-9.4	-29.7
O=C1CCCc2nc(N3CCN(C(c4ccccc4)c4ccccc4)CC3)ncc21
  6.1%	-4.7%	4.7	8.7
O=c1cc(N2CCCCC2)c(-c2ccccc2)nn1Cc1ccc(Cl)cc1Cl
  -0.2%	4.6%	5.4	42.6
COCCNC(=O)C1(CC(C)C)C=CCN1C(=O)OC (stereo unspecified)
  0.4%	-2.6%	.	.
CCN1CCCC1CNC(=O)C1c2ccccc2C(=O)N(CCOC)C1c1ccc(F)cc1 (stereo unspecified)
  19.6%	-4.6%	0.5	-9.9
COCCn1nnnc1C(c1cc2cc(OC)ccc2[nH]c1=O)N1CCC(Cc2ccccc2)CC1 (stereo unspecified)
  8.7%[2.29 µM]	-2.9%	12.0	?
CCOC(=O)c1c(C)[nH]c(C(=O)C(C)Sc2ccc(Cl)cc2)c1C (stereo unspecified)
  0.7%	-0.2%	11.2	43.3
CN(CCCNC(=O)C1CCN(S(=O)(=O)N2CCC3(CC2)OCCO3)CC1)Cc1ccccc1
  12.2%	1.2%	-8.5	42.2
O=C(CN1CCOCCOCCOCCOCC1)Nc1ccccc1
  .	-7.2%	8.7	4.2
C=C(C)C1CCC(C)=C1CC(C)(C)/C=N\n1cnnc1 (stereo unspecified)
  4.9%	-1.9%	7.6	-20.0
COC(=O)c1cc2oc(C)cc2n1CC(=O)Nc1cc(C)cc(C)c1
  -5.2%	0.6%	15.7	?
Cc1ccc2nc(C)c(C(=O)N/N=C/c3cccc([N+](=O)[O-])c3)cc2c1
  .	-2.0%	.	18.5
COc1ccc(COc2ccsc2C(=O)Nc2ccc(Cl)c(Cl)c2)cc1
  -10.0%	-1.8%	12.3	29.0
O=C(O)[C@H]1C[C@@H](CP(=O)(O)O)CCN1
  16.1%	-2.0%	-1.7	.
COc1ccc(Cc2nc(-c3ccc(-n4cccc4)cc3)no2)cc1OC
  -5.2%	1.6%	8.0	-22.1
O=C(CN1C(=O)c2cccc3cccc1c23)N1CCN(c2ccc(F)cc2)CC1
  -3.2%	-4.7%	1.9	-24.2
COc1cccc(C(=O)Cn2c(NCCO)nc3ccccc32)c1
  .	4.0%	-6.8	4.6

# Look-ups from the entries so far.
# Cc1ccc2nc(C)c(C(=O)N/N=C/c3cccc([N+](=O)[O-])c3)cc2c1 in 12-hLO inh shows -2.0%
# COCCNC(=O)C1(CC(C)C)C=CCN1C(=O)OC (stereo unspecified) in 12-hLO inh shows -2.6%

# The main list resumes, starting 4 compounds before the break.
# Order of results: 15-hLO-2 inh	12-hLO inh	IMPase cell inh	PNC inhibitor
O=C(O)[C@H]1C[C@@H](CP(=O)(O)O)CCN1
  16.1%	-2.0%	-1.7	.
COc1ccc(Cc2nc(-c3ccc(-n4cccc4)cc3)no2)cc1OC
  -5.2%	1.6%	8.0	-22.1
O=C(CN1C(=O)c2cccc3cccc1c23)N1CCN(c2ccc(F)cc2)CC1
  -3.2%	-4.7%	1.9	-24.2
COc1cccc(C(=O)Cn2c(NCCO)nc3ccccc32)c1
  .	4.0%	-6.8	4.6
CN1C(=O)CSc2ccc(NC(=O)NCc3cccnc3)cc21
  0.8%	-4.3%	-4.8	35.8
Cc1nn(-c2ccccc2)c(N2CCCC2)c1/C=N/Nc1ccc(S(=O)(=O)Nc2ccccc2)cc1[N+](=O)[O-]
  .	0.0%	.	25.0
COc1ccc(N(CC(=O)NCc2ccco2)S(=O)(=O)c2c(C)nn(C)c2C)cc1
  -1.3%	-4.0%	-0.8	-7.5
Cc1ccc(O)c([C@H](CCN(C(C)C)C(C)C)c2ccccc2)c1
  22.6%[0.0915 µM]	-0.4%[0.00818 µM]	.	.
CCOCC(=O)Nc1nc(-c2ccccc2)c(CC)s1
  -2.1%	-3.1%	-5.2	40.9
COCC(=O)Nc1nnc(Cc2ccc(OC)cc2)s1
  .	0.0%	2.9	71.7
CN(C)CCCN1C(=O)c2oc3ccccc3c(=O)c2C1c1cccs1 (stereo unspecified)
  3.6%	-6.0%	-6.6	-8.1
O=c1c2ccccc2c2ccccc2c(=O)n1Cc1ccco1
  -6.5%	-2.8%	1.3	0.3
O=C(NCCO)C1(c2ccccc2)CCCC1
  0.9%	-2.9%	0.7	-13.2
CC(=O)C1=C(O)C(=O)N(c2nccs2)C1c1ccc(Br)cc1 (stereo unspecified)
  -7.8%	17.7%	-15.6	43.1
O=C(Nc1cccc(-c2nc3ccccc3s2)c1)C1=COCCO1
  .	1.0%	.	42.4
Cn1c(=O)n(Cc2ccccc2)c(=O)c2c1nc(NCC1CCCO1)n2Cc1ccccc1 (stereo unspecified)
  -7.0%	3.9%	9.3	-16.1
CCOc1ccccc1N1CCN(C(=O)C(F)(F)F)CC1
  0.4%	-1.3%	-5.6	-27.9
CC1CCC(N2CC(=O)N(Cc3ccc4c(c3)OCO4)C(c3ccc(F)cc3)C2=O)CC1 (stereo unspecified)
  9.6%	-7.3%	5.6	-25.7
COc1ccc(/C=C/C(=O)c2ccc(NC(=O)c3cccs3)cc2)cc1OC
  -4.1%[11.4 µM]	-2.0%	-3.2[1.84 µM]	-82.9*
O=C(CSc1ncn[nH]1)Nc1ccc([N+](=O)[O-])cc1Br
  .	-2.4%	.	?

# Rewritten with bars between the fields: entries from further up
SMILES | 15-hLO-2 inh | 12-hLO inh | IMPase cell inh | PNC inhibitor
O=C(Nc1cccc(-c2nc3ccccc3s2)c1)C1=COCCO1 | . | 1.0% | . | 42.4
Cn1c(=O)n(Cc2ccccc2)c(=O)c2c1nc(NCC1CCCO1)n2Cc1ccccc1 (stereo unspecified) | -7.0% | 3.9% | 9.3 | -16.1
CCOc1ccccc1N1CCN(C(=O)C(F)(F)F)CC1 | 0.4% | -1.3% | -5.6 | -27.9
CC1CCC(N2CC(=O)N(Cc3ccc4c(c3)OCO4)C(c3ccc(F)cc3)C2=O)CC1 (stereo unspecified) | 9.6% | -7.3% | 5.6 | -25.7
COc1ccc(/C=C/C(=O)c2ccc(NC(=O)c3cccs3)cc2)cc1OC | -4.1%[11.4 µM] | -2.0% | -3.2[1.84 µM] | -82.9*

# Some of the compounds tested. The share of hits here may be higher or lower than overall.
